CAL PDZ FP-1 – CAL PDZ (human) peptide binding inhibition | inhibition, % at 24.9 µM | purified CAL PDZ, TMR-peptide fluorescence polarization, 1 h | 0.92% of 300,000 active | Q9HD26 | AID 602252;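 active = mean inhibition of at least 30% with at least half of replicates also reaching 30%; inconclusive = no clear call, values can overlap the other calls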;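 also: 0% = DMSO neutral control and 100% = excess unlabeled competitor peptide PRC23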
PfHsp90 set2 – reduces growth (ATP signal) of yeast expressing P. falciparum Hsp90; S. cerevisiae expressing PfHsp90, BacTiter-Glo ATP, 48 h; yeast lacking PDR1 and PDR3 efflux regulators; inhibition, % at 9.4 µM; 0.32% of 310,000 active;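 active = every replicate shows inhibition above about 80%, whatever the replicate mean, limit read from the data; inconclusive = mean inhibition reaches the set limit but some replicate falls short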;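 also: 0% = DMSO neutral controls and 100% = 20 µM radicicol positive controls; yeast relying on Plasmodium falciparum Hsp90 in place of its own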
MITF act – activators of MITF-driven TRPM1 promoter activity in SK-MEL-5 cells; SK-MEL-5 TRPM1-promoter luciferase, 24 h; % of positive control, neutral wells = 0; AID 588334; activation, % at 12.5 µM; 0.75% of 300,000 active;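 active = mean activation of at least 80% with every replicate also reaching 80%; inconclusive = mean reaches 80% but some replicate falls short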;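 also: 0% = neutral control wells and 100% = parthenolide positive control wells; values of inactives mirror those of a sister screen read the other way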
NSD2 inh – inhibitors of human histone methyltransferase NSD2. NSD2 peptide methylation, AlphaScreen, 120 min. 0.54% of 310,000 active. AID 743445. inhibition, % at 12.5 µM; in the data active = inhibition above about 50%
dFosB act – mouse delta FosB homodimer activation; P13346; purified delta FosB, TAMRA-CDK5 oligo fluorescence polarization; percent of positive-control signal above neutral wells; activation, % at 25 µM; 0.99% of 340,000 active; AID 493131;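 active = mean activation above about 17%, with every replicate also reaching it, limit read from the data, passing the limit was not always enough; inconclusive = only one of the two conditions met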;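 also: fluorescence polarization rise as delta FosB binds a TAMRA Cdk5 AP-1 oligo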
Target sequence (P13346 whole entry, looked up): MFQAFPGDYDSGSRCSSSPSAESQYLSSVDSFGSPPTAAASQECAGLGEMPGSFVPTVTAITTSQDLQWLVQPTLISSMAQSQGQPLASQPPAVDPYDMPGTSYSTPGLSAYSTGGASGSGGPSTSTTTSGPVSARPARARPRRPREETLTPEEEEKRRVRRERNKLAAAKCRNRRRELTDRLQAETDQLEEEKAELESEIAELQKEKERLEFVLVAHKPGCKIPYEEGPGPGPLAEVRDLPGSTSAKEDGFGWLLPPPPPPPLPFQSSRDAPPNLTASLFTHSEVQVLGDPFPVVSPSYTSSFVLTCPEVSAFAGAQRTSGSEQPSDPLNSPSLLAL
SR-BI HDL uptake – inhibitors of mouse SR-BI mediated HDL lipid uptake; Q61009; ldlA[mSR-BI] CHO cells, DiI-HDL uptake fluorescence, 3 h; inhibition, % at 12.5 µM; 0.96% of 320,000 active; AID 488896;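 active = mean replicate inhibition of at least 70% and a set share of replicates each scoring 70 or more; inconclusive = meets just one of the two criteria; inactive = fails both criteria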;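 also: 0% = median of neutral control wells and 100% = median of positive control wells; values of inactives mirror those of a sister screen read the other way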
Rtt109 Vps75 – inhibitors of Candida albicans Rtt109/Vps75 histone acetyltransferase. purified Rtt109/Vps75, ThioGlo CoA-SH fluorescence, 4 h. inhibition, % at 34.9 µM. 0.16% of 330,000 active;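 active = inhibition of at least 50% in every replicate; inconclusive = best replicate reaches 50% inhibition but some replicates fall short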
Target sequence (Q5AAJ8 whole entry, looked up): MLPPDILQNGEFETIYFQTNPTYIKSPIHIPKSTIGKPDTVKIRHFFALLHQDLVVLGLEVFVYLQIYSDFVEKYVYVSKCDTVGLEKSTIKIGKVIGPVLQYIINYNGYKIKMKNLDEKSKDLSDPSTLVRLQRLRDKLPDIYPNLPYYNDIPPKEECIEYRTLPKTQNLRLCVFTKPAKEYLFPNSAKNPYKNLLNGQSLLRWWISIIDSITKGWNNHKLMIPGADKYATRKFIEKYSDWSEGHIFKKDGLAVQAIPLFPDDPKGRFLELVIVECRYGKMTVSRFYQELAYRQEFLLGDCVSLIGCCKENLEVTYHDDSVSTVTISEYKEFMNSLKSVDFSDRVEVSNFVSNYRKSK
PvdQ inh – blocks Pseudomonas aeruginosa PvdQ acylase activity; purified PvdQ acylase, fluorescence plate reader; inhibition, % at 10 µM; 0.063% of 340,000 active; AID 488965; in the data active = inhibition above about 30%, passing the limit was not always enough; inconclusive = no clear call, values can overlap the other calls;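 also: 0% = vehicle neutral wells and 100% = reference inhibitor wells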
SR-BI DiI-HDL act – enhances SR-BI lipid uptake from DiI-HDL | 0.096% of 320,000 active | CHO ldlA[mSR-BI] cells, DiI-HDL uptake fluorescence, 3 h; 100 = double the neutral-control signal | activation, % at 12.5 µM;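 active = mean replicate activation of at least 60% and every replicate at or above 60%; inconclusive = mean or all-replicate condition met, but not both; inactive = mean below 60% and not all replicates reaching 60%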;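 also: 0% = median plate neutral-control signal and 100% = twice that signal; values of inactives mirror those of a sister screen read the other way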
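Assay system: LDL receptor-deficient CHO ldlA cells overexpressing murine SR-BI / Medium: BSA-supplemented, HEPES-buffered Ham's F12, pH 7.4 / Probe or stimulus: DiI-labelled HDL at 10 µg/mL final / Timing: compound with DiI-HDL co-incubation, 3 h at 37 °C / Technique: bottom-read cell fluorescence after medium removal, ex 550/em 595 nm / Measure: HDL uptake via cellular fluorescence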
CAL PDZ FP-2 – inhibitors of human CAL PDZ peptide binding; AID 504414; 0.02% of 330,000 active; inhibition, % at 20 µM; purified CAL PDZ, TMR-peptide fluorescence polarization, 1 h;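 active = highest replicate inhibition of at least 40%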;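 also: plate controls were DMSO neutral control wells for no effect and unlabeled competitor peptide control wells for full effect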
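System: tagged CAL PDZ domain. Schedule: 1 h room-temperature incubation prior to read. Signal: fluorescence polarization (mP). Measure: percent inhibition from loss of millipolarization.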
* hit, by the source's call. The order is random (roughly 4.3% active in at least one column).

What do the screens show for `CCCCN1C(=N)N([C@@H](CCC)CN2CCC[C@H]2CN2C(N)=NC[C@@H]2Cc2ccccc2)C[C@H]1[C@H](C)CC`?
CAL PDZ FP-1: -2; MITF act: 9; dFosB act: 2; SR-BI HDL uptake: -22; Rtt109 Vps75: -45; PvdQ inh: -20; SR-BI DiI-HDL act: 22; CAL PDZ FP-2: -0.9

How did COc1cc2c(cc1OC)-c1cc(N3CCCc4ccccc43)nc(=O)n1CC2 do in these assays?
CAL PDZ FP-1: -1; PfHsp90 set2: -23; MITF act: 8; dFosB act: 2; SR-BI HDL uptake: -20; Rtt109 Vps75: 8; PvdQ inh: -14; SR-BI DiI-HDL act: 20; CAL PDZ FP-2: -5.2

How did CCN1/C(=C\c2ccc3cc(C)ccc3[n+]2CC)Sc2cc(C)c(C)cc21 do in these assays?
CAL PDZ FP-1: -3; PfHsp90 set2: 94*; MITF act: -74; NSD2 inh: 54*; dFosB act: 1; SR-BI HDL uptake: 85*; Rtt109 Vps75: inconclusive; PvdQ inh: -6; SR-BI DiI-HDL act: -85; CAL PDZ FP-2: 2.7

What do the screens show for `CC/C=C/C(=O)N1CC2(CC(c3cccc(NC(=O)CC(c4ccccc4)c4ccccc4)c3)=NO2)C[C@@H]1C(N)=O` (stereo partly specified)?
CAL PDZ FP-1: -6; PfHsp90 set2: -1; MITF act: 13; dFosB act: 11; SR-BI HDL uptake: 66; Rtt109 Vps75: 3; PvdQ inh: 4; SR-BI DiI-HDL act: -66; CAL PDZ FP-2: -2.2

What do the screens show for `CC(=O)c1cccc(NC(=O)C=C(C)C)c1`?
CAL PDZ FP-1: 0; PfHsp90 set2: 18; MITF act: 9; NSD2 inh: -1; dFosB act: -2; Rtt109 Vps75: 4; PvdQ inh: -14; CAL PDZ FP-2: -0.2

Results for Cc1cccc(CSc2nc3sc(C)c(C)c3c(=O)n2Cc2ccco2)c1 ?
CAL PDZ FP-1: -3; PfHsp90 set2: 1; NSD2 inh: 2; dFosB act: 6; SR-BI HDL uptake: -13; Rtt109 Vps75: -2; PvdQ inh: -4; SR-BI DiI-HDL act: 13; CAL PDZ FP-2: -0.2

Results for COc1cc(C2CC(=O)c3cnc(NC(=O)COc4ccccc4)nc3C2)cc(OC)c1OC (stereo unspecified) ?
CAL PDZ FP-1: 1; PfHsp90 set2: -14; MITF act: 5; NSD2 inh: -3; dFosB act: -3; SR-BI HDL uptake: 17; Rtt109 Vps75: 7; PvdQ inh: -12; SR-BI DiI-HDL act: -17; CAL PDZ FP-2: -0.8

Results for O=C1S/C(=C/c2ccccc2F)C(=O)N1CCN=C1NS(=O)(=O)c2ccccc21 ?
CAL PDZ FP-1: -1; PfHsp90 set2: 5; MITF act: 6; NSD2 inh: 0; dFosB act: -2; SR-BI HDL uptake: -20; Rtt109 Vps75: 2; PvdQ inh: -11; SR-BI DiI-HDL act: 20; CAL PDZ FP-2: -0.1

How did CCCOC(=O)c1c(N)sc(C(=O)OCC)c1C do in these assays?
PfHsp90 set2: 6; MITF act: 13; NSD2 inh: 1; dFosB act: -10; SR-BI HDL uptake: 1; Rtt109 Vps75: 23; PvdQ inh: 9; SR-BI DiI-HDL act: -1; CAL PDZ FP-2: 0.4

Results for Cc1ccc(SCc2c(C(=O)N/N=C/c3ccncc3)nnn2-c2nonc2N)cc1 ?
CAL PDZ FP-1: 1; PfHsp90 set2: -4; MITF act: -13; NSD2 inh: 2; dFosB act: 9; SR-BI HDL uptake: -4; Rtt109 Vps75: -2; PvdQ inh: -4; SR-BI DiI-HDL act: 4; CAL PDZ FP-2: -1.7

Next part (three carried over from the part before).
Results for O=C1S/C(=C/c2ccccc2F)C(=O)N1CCN=C1NS(=O)(=O)c2ccccc21 ?
CAL PDZ FP-1: -1; PfHsp90 set2: 5; MITF act: 6; NSD2 inh: 0; dFosB act: -2; SR-BI HDL uptake: -20; Rtt109 Vps75: 2; PvdQ inh: -11; SR-BI DiI-HDL act: 20; CAL PDZ FP-2: -0.1

How did CCCOC(=O)c1c(N)sc(C(=O)OCC)c1C do in these assays?
PfHsp90 set2: 6; MITF act: 13; NSD2 inh: 1; dFosB act: -10; SR-BI HDL uptake: 1; Rtt109 Vps75: 23; PvdQ inh: 9; SR-BI DiI-HDL act: -1; CAL PDZ FP-2: 0.4

Results for Cc1ccc(SCc2c(C(=O)N/N=C/c3ccncc3)nnn2-c2nonc2N)cc1 ?
CAL PDZ FP-1: 1; PfHsp90 set2: -4; MITF act: -13; NSD2 inh: 2; dFosB act: 9; SR-BI HDL uptake: -4; Rtt109 Vps75: -2; PvdQ inh: -4; SR-BI DiI-HDL act: 4; CAL PDZ FP-2: -1.7

What do the screens show for `O=C(O)c1cc(=S)nc[nH]1`?
MITF act: 2; NSD2 inh: -2; dFosB act: -9; SR-BI HDL uptake: -21; Rtt109 Vps75: 7; PvdQ inh: -1; SR-BI DiI-HDL act: 21; CAL PDZ FP-2: 0.7

How did CN(C)C(=S)Nc1ccc(N2CCOCC2)cc1 do in these assays?
CAL PDZ FP-1: -4; PfHsp90 set2: 5; MITF act: 3; NSD2 inh: 1; dFosB act: 6; SR-BI HDL uptake: -21; Rtt109 Vps75: 1; PvdQ inh: 1; SR-BI DiI-HDL act: 21; CAL PDZ FP-2: 0.2

Results for CC(C)(C)c1ccc(OCc2ccc(C(=O)N3CCOCC3)o2)cc1 ?
CAL PDZ FP-1: -3; PfHsp90 set2: -9; MITF act: 55; NSD2 inh: -2; dFosB act: -7; SR-BI HDL uptake: -8; PvdQ inh: 6; SR-BI DiI-HDL act: 8; CAL PDZ FP-2: -2.7

Results for Cc1ccnc(NC(=O)c2cnc(Cl)c(Cl)c2)c1 ?
CAL PDZ FP-1: -1; PfHsp90 set2: 3; MITF act: 33; NSD2 inh: 10; dFosB act: 9; SR-BI HDL uptake: -18; Rtt109 Vps75: -15; PvdQ inh: -10; SR-BI DiI-HDL act: 18; CAL PDZ FP-2: -1.1

What do the screens show for `C[C@@H]1COC(=O)[C@H](NC(=O)OCC2c3ccccc3-c3ccccc32)C/C=C\C[C@@H](CC(=O)N[C@@H](CO)Cc2ccccc2)C(=O)N1`?
CAL PDZ FP-1: -6; PfHsp90 set2: -7; MITF act: -2; dFosB act: 8; SR-BI HDL uptake: 84*; Rtt109 Vps75: 0; PvdQ inh: -13; SR-BI DiI-HDL act: -84; CAL PDZ FP-2: 0.3

Results for CC(=O)Oc1c(Cl)cc(Cl)cc1/C=C/c1ccc2ccccc2n1 ?
PfHsp90 set2: -39; MITF act: 52; NSD2 inh: 1; dFosB act: -13; SR-BI HDL uptake: 29; Rtt109 Vps75: 6; PvdQ inh: 8; SR-BI DiI-HDL act: -29; CAL PDZ FP-2: -0.1

Results for O=C(N/N=C\c1ccc([N+](=O)[O-])s1)c1cncc(Br)c1 ?
CAL PDZ FP-1: 3; PfHsp90 set2: 3; MITF act: -77; NSD2 inh: 48; dFosB act: -3; SR-BI HDL uptake: 30; Rtt109 Vps75: 2; PvdQ inh: 0; SR-BI DiI-HDL act: -30; CAL PDZ FP-2: 0.5

What do the screens show for `COc1ccc(NC(=O)Nc2cccc3c2O[C@H](CN(C)C(=O)Nc2ccc(C(F)(F)F)cc2)[C@@H](C)CN([C@H](C)CO)C3=O)cc1`?
CAL PDZ FP-1: -5; PfHsp90 set2: 9; MITF act: 1; dFosB act: -6; SR-BI HDL uptake: -7; Rtt109 Vps75: 2; PvdQ inh: 1; SR-BI DiI-HDL act: -6; CAL PDZ FP-2: -2.4

What do the screens show for `Cc1ccc(NC(=O)/C(C#N)=N/Nc2ccc(C(=O)O)cc2)c(C)c1`?
CAL PDZ FP-1: -1; PfHsp90 set2: -9; MITF act: 0; NSD2 inh: -3; dFosB act: 2; SR-BI HDL uptake: -27; Rtt109 Vps75: 13; PvdQ inh: 5; SR-BI DiI-HDL act: 27; CAL PDZ FP-2: -1.6

Results for CCc1ccc([C@@H]2CC=C(C(=O)O)[C@H](c3cccc(Cl)c3)N2S(=O)(=O)c2ccc(C)cc2)cc1 ?
CAL PDZ FP-1: 3; PfHsp90 set2: -53; MITF act: -6; dFosB act: -16; SR-BI HDL uptake: -6; Rtt109 Vps75: -3; PvdQ inh: -9; SR-BI DiI-HDL act: 6; CAL PDZ FP-2: -0.6

Results for O=c1c2c(-c3cccs3)csc2ncn1-c1ccc(Br)cc1 ?
CAL PDZ FP-1: 12; MITF act: -5; NSD2 inh: -1; dFosB act: 1; SR-BI HDL uptake: 29; Rtt109 Vps75: 3; PvdQ inh: -6; SR-BI DiI-HDL act: -29; CAL PDZ FP-2: -1.8

Results for N#CCC(=O)N/N=C/c1coc2ccccc2c1=O ?
CAL PDZ FP-1: -2; PfHsp90 set2: 0; MITF act: 0; NSD2 inh: 16; dFosB act: -2; SR-BI HDL uptake: -3; Rtt109 Vps75: -2; PvdQ inh: 2; SR-BI DiI-HDL act: 3; CAL PDZ FP-2: -2.1

What do the screens show for `CC(C)CCNC(=O)c1cn(CC(C)C)c(=O)c2c1c1ccccc1n2C`?
CAL PDZ FP-1: -3; PfHsp90 set2: 3; MITF act: 11; NSD2 inh: 3; dFosB act: -7; SR-BI HDL uptake: 34; Rtt109 Vps75: 9; PvdQ inh: -8; SR-BI DiI-HDL act: -34; CAL PDZ FP-2: -1.5

What do the screens show for `Cn1ncc([N+](=O)[O-])c1C(=O)Nc1ccn(Cc2ccccc2F)n1`?
CAL PDZ FP-1: -1; PfHsp90 set2: -40; MITF act: 10; NSD2 inh: 1; dFosB act: 1; SR-BI HDL uptake: -32; Rtt109 Vps75: 4; PvdQ inh: -14; SR-BI DiI-HDL act: 32; CAL PDZ FP-2: 0.0

Results for CCn1c(SCC(=O)NCCc2ccccc2)nc2sc3c(c2c1=O)CCN(C)C3 ?
CAL PDZ FP-1: -2; PfHsp90 set2: -4; MITF act: -8; NSD2 inh: 4; dFosB act: -4; SR-BI HDL uptake: -1; Rtt109 Vps75: -4; PvdQ inh: 8; SR-BI DiI-HDL act: 1; CAL PDZ FP-2: 0.1

Results for CCOC(=O)C(Cc1ccccc1)(NC(C)=O)C(=O)OCC ?
CAL PDZ FP-1: -1; PfHsp90 set2: 5; MITF act: -3; NSD2 inh: 15; dFosB act: -4; SR-BI HDL uptake: -9; Rtt109 Vps75: -7; PvdQ inh: 15; SR-BI DiI-HDL act: 9; CAL PDZ FP-2: -0.7

High-throughput results from PubChem BioAssay.
